Shn3 inh set2 = Schnurri-3 reporter inhibition in Clone20 osteoblasts; inhibition, % at 12.5 µM; AID 588674; Clone20 osteoblast Shn3 3'UTR firefly luciferase, 24 h; hit rate 0.52% among 360,000;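 active = mean inhibition of at least 75% with every replicate also reaching 75%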;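 note: 0% = median of neutral control wells and 100% = pilot-screen positive control compound; some compounds past the cut are filed as inactive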
SRC1 inh = human NCOA1 inhibition. Q15788. HEK293 GAL4-SRC1 luciferase reporter, luminescence. inhibition, % at 3.6 µM. hit rate 0.12% among 360,000;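 active = inhibition above the campaign mean plus 3 SD, with each screening campaign given its own cutoff, cut at about 60% in these data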;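 note: 0% = DMSO treated cells and 100% = gossypol at 36 µM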
TROY signal inh = blocks TROY-dependent signaling in reporter cells. Q293 LMP1-TROYcd NF-kB luciferase reporter, 4 h. inhibition, % at 10 µM. AID 1347056. hit rate 0.98% among 360,000;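 active = compounds whose plate-normalised and pattern-corrected inhibition of the luciferase reporter signal at the single screening dose is 50% or more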
EBV LMP1 NFkB = reduces LMP1-driven NF-kappaB luciferase signal | LMP1-induced NF-kappaB luciferase reporter cells, luminescence | inhibition, % at 12.5 µM | hit rate 0.69% among 350,000; in the data active = inhibition above about 41%;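 note: 0% = neutral control wells and 100% = reference inhibitor control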
SRC3 inh = inhibits human SRC3 coactivator; hit rate 0.17% among 360,000; AID 588352; HEK293 GAL4-SRC3 luciferase reporter, luminescence; Q9Y6Q9; inhibition, % at 3.6 µM;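 active = inhibition above a per-campaign cutoff, the mean of all compounds plus 3 SD, cut at about 60% in these data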;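 note: 0% = DMSO-treated cells and 100% = gossypol-treated cells at 36 µM; higher means less SRC3-driven luciferase light from the GAL4 reporter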
Target sequence (Q9Y6Q9 whole entry, looked up, the tested form may be a part): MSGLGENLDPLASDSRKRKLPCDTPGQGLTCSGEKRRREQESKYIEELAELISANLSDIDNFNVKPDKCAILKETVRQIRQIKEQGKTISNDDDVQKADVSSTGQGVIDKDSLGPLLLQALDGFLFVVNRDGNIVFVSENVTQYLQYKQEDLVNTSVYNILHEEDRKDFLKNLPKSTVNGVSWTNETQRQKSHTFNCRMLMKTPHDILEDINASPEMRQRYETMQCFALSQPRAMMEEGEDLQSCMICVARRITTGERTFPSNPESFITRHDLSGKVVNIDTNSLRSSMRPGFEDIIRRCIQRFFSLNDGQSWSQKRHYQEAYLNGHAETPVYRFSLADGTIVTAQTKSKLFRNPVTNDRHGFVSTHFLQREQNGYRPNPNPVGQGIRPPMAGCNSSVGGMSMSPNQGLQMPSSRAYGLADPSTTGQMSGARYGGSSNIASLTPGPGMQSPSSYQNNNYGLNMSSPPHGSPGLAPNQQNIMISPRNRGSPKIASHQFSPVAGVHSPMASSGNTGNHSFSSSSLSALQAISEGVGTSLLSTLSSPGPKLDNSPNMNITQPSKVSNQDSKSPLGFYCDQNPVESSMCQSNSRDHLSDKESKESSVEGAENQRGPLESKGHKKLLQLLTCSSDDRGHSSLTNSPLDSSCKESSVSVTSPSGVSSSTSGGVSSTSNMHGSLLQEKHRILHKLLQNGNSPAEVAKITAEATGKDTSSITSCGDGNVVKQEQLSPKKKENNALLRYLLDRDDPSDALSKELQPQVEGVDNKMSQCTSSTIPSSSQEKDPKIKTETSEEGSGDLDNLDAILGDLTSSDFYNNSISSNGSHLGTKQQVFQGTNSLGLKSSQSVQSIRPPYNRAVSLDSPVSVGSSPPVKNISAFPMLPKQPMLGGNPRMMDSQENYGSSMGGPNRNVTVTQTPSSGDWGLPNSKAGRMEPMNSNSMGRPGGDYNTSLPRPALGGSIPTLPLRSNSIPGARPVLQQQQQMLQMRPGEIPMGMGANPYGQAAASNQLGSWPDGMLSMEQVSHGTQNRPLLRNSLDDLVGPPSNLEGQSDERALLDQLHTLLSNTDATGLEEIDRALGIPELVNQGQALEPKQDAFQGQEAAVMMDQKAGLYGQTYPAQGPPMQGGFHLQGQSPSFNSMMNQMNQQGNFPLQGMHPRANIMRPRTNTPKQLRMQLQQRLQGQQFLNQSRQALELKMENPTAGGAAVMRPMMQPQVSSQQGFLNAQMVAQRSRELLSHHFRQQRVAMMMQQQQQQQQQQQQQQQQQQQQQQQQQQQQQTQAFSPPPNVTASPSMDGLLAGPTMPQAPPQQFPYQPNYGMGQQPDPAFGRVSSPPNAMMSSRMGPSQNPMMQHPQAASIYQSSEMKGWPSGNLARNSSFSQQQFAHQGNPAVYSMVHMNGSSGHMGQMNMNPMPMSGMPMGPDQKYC
NR2F2 inh = inhibitors of human COUP-TFII (NR2F2) | HEK293T NGFI-A luciferase reporter, luminescence | hit rate 0.7% among 370,000 | inhibition, % at 8.6 µM;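 active = inhibition above a per-plate cutoff, mean inhibition of test wells between control levels plus 3 SD, cut at about 38% in these data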;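 note: cells cotransfected with COUP-TFII expression vector driving the NGFI-A reporter; 0% = median of COUP-TF2 test wells and 100% = reporter-only cells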
TWEAK Fn14 block = inhibitors of TWEAK-Fn14 interaction signaling. TWEAK-stimulated Fn14 reporter cells, luciferase luminescence, 8 h. inhibition, % at 10 µM. hit rate 2% among 360,000; in the data active = inhibition above about 50%
CF NFkB inh = blocks PAF-induced NF-kB reporter in cystic fibrosis cells. inhibition, % at 5 µM. AID 588850. hit rate 0.86% among 360,000. KKLEB NF-kB-GFP reporter, GFP fluorescence overnight;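 active = at least 50% inhibition at 5 µM, scaled per plate between neutral and stimulator controls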;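 note: PAF is a Pseudomonas aeruginosa culture filtrate used as stimulus; plate controls were PAF-stimulated DMSO wells for no effect and unstimulated DMSO wells for full effect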
LRH-1 inv ag = suppresses constitutive activity of human LRH-1. O00482. HEK293T StAR-luciferase reporter, LRH-1 transfected, 24 h. inhibition, % at 3.6 µM. hit rate 0.13% among 360,000;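 active = inhibition above the mean inhibition of all tested compounds plus 3 SD, cut at about 73% in these data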;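 note: 0% = DMSO wells and 100% = reporter-only cells lacking LRH-1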
TRAIL sens C8 = caspase-8 TRAIL sensitization; NB7+C8 cells + TRAIL, ATPlite viability luminescence; inhibition (viability loss, TRAIL sensitization), % at 10 µM; hit rate 1% among 360,000;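 active = compounds causing at least 50% loss of cell viability in the single-dose screen, relative to plate controls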
KKLEB cytotox = reduces viability of KKLEB cystic fibrosis airway cells; KKLEB CF airway cells viability, ATPlite luminescence, overnight; hits give low values; cells stimulated with P. aeruginosa culture filtrate; activity change (cytotoxicity), % at 5 µM; hit rate 0.36% among 360,000;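 active = corrected activity change at or below -50% at 5 µM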
Numbers without * were called inactive.

What do the screens show for `O=P(O)(OCc1ccccc1)OCc1ccccc1`?
Shn3 inh set2: -2; SRC1 inh: -7; TROY signal inh: -9; EBV LMP1 NFkB: -8; SRC3 inh: 12; NR2F2 inh: 10; TWEAK Fn14 block: -1; CF NFkB inh: -14; LRH-1 inv ag: -10; TRAIL sens C8: -2; KKLEB cytotox: 0

What do the screens show for `CC(=O)c1cccc(NC(=O)c2ccc3ccccc3c2)c1`?
Shn3 inh set2: -135; SRC1 inh: -96; TROY signal inh: -23; EBV LMP1 NFkB: -54; SRC3 inh: -92; NR2F2 inh: -46; TWEAK Fn14 block: -1; CF NFkB inh: -40; LRH-1 inv ag: -142; TRAIL sens C8: 21; KKLEB cytotox: 2

What do the screens show for `Cc1ccc(S(=O)(=O)N2CCCCC2)cc1C(=O)NCc1ccccn1`?
Shn3 inh set2: -22; SRC1 inh: 3; TROY signal inh: -3; EBV LMP1 NFkB: 0; SRC3 inh: -7; NR2F2 inh: -7; TWEAK Fn14 block: -6; CF NFkB inh: 15; LRH-1 inv ag: -7; TRAIL sens C8: 5; KKLEB cytotox: 2

How did O=C(CSc1nc2cc(Cl)ccc2o1)c1cccs1 do in these assays?
Shn3 inh set2: -24; SRC1 inh: -6; TROY signal inh: -75; EBV LMP1 NFkB: -5; SRC3 inh: -8; NR2F2 inh: -7; TWEAK Fn14 block: 0; CF NFkB inh: -5; LRH-1 inv ag: 5; TRAIL sens C8: -2; KKLEB cytotox: 4

Results for CCOC(=O)N1CCN(CC(O)c2ccc3cc[nH]c3c2)CC1 (stereo unspecified) ?
Shn3 inh set2: -27; SRC1 inh: -17; TROY signal inh: 6; EBV LMP1 NFkB: -7; SRC3 inh: -5; NR2F2 inh: 13; TWEAK Fn14 block: 5; CF NFkB inh: -26; LRH-1 inv ag: 15; TRAIL sens C8: 3; KKLEB cytotox: 8

How did O=C(O)CN1C(=O)/C(=C\c2cc(Br)ccc2OCc2ccc(F)cc2)SC1=S do in these assays?
Shn3 inh set2: 6; SRC1 inh: -17; TROY signal inh: 27; EBV LMP1 NFkB: 4; SRC3 inh: 4; NR2F2 inh: -2; TWEAK Fn14 block: -71; CF NFkB inh: 14; LRH-1 inv ag: -8; TRAIL sens C8: -12; KKLEB cytotox: -4

What do the screens show for `Cn1cccc1/C=C1\SC(=O)N(c2ccccc2)C1=O`?
Shn3 inh set2: -55; SRC1 inh: -105; TROY signal inh: -60; EBV LMP1 NFkB: -33; SRC3 inh: -46; NR2F2 inh: -42; TWEAK Fn14 block: 4; CF NFkB inh: -21; LRH-1 inv ag: -104; TRAIL sens C8: 28; KKLEB cytotox: 9

What do the screens show for `CC(C)Oc1ccc(C2CC(=O)N(c3ccccc3)C2=O)cc1` (stereo unspecified)?
Shn3 inh set2: 10; SRC1 inh: -4; TROY signal inh: -25; EBV LMP1 NFkB: 5; SRC3 inh: -9; NR2F2 inh: -1; TWEAK Fn14 block: 7; CF NFkB inh: 14; LRH-1 inv ag: -23; TRAIL sens C8: -6; KKLEB cytotox: 2

Results for c1ccc(N=C(c2cccs2)N2CCOCC2)cc1 ?
Shn3 inh set2: 9; SRC1 inh: -27; TROY signal inh: 11; EBV LMP1 NFkB: 0; SRC3 inh: -19; NR2F2 inh: 4; TWEAK Fn14 block: 2; CF NFkB inh: 4; LRH-1 inv ag: -12; TRAIL sens C8: -4; KKLEB cytotox: -3

What do the screens show for `O=C(c1ccccc1)c1ccc(N2CCN(C(=O)c3ccc(F)cc3F)CC2)c(F)c1`?
Shn3 inh set2: 26; SRC1 inh: 8; TROY signal inh: 24; EBV LMP1 NFkB: 2; SRC3 inh: -3; NR2F2 inh: 22; TWEAK Fn14 block: 31; CF NFkB inh: 13; LRH-1 inv ag: -17; TRAIL sens C8: 13; KKLEB cytotox: 3

Results for O=C(COC(=O)c1ccc(Cl)c(S(=O)(=O)NCc2ccccc2)c1)NCC1CCCO1 (stereo unspecified) ?
Shn3 inh set2: -11; SRC1 inh: -17; TROY signal inh: 4; EBV LMP1 NFkB: -2; SRC3 inh: 20; NR2F2 inh: 16; TWEAK Fn14 block: 2; CF NFkB inh: 4; LRH-1 inv ag: 2; TRAIL sens C8: -1; KKLEB cytotox: 0

What do the screens show for `CC1=Nn2c(nc(-c3ccccc3)c2-c2ccccc2)N(CC(N)=O)C(=O)C1`?
Shn3 inh set2: -11; SRC1 inh: 2; TROY signal inh: -20; EBV LMP1 NFkB: 2; SRC3 inh: -10; NR2F2 inh: 10; TWEAK Fn14 block: -14; CF NFkB inh: 2; LRH-1 inv ag: 1; TRAIL sens C8: 6; KKLEB cytotox: -5

What do the screens show for `Cc1nc2ccccc2c(=O)n1/N=C/c1ccccc1Cl`?
Shn3 inh set2: -80; SRC1 inh: -57; TROY signal inh: -33; EBV LMP1 NFkB: -2; SRC3 inh: -64; NR2F2 inh: 3; TWEAK Fn14 block: 6; CF NFkB inh: -17; LRH-1 inv ag: 9; TRAIL sens C8: 12; KKLEB cytotox: 1

How did Cc1ccc(NNC(=O)c2cc(C)on2)c(C)c1 do in these assays?
Shn3 inh set2: -1; SRC1 inh: 3; TROY signal inh: -10; EBV LMP1 NFkB: -6; SRC3 inh: 15; NR2F2 inh: 3; TWEAK Fn14 block: -17; CF NFkB inh: 11; LRH-1 inv ag: -7; TRAIL sens C8: 11; KKLEB cytotox: 0

What do the screens show for `O=C(CCOc1ccccc1)Nc1ccccc1`?
Shn3 inh set2: -39; SRC1 inh: -32; TROY signal inh: 0; EBV LMP1 NFkB: -12; SRC3 inh: -51; NR2F2 inh: 15; TWEAK Fn14 block: -29; CF NFkB inh: -10; LRH-1 inv ag: -52; TRAIL sens C8: -4; KKLEB cytotox: 9

What do the screens show for `N#Cc1cc2ccccc2nc1SCC(=O)Nc1ccc(S(=O)(=O)N2CCCC2)cc1`?
Shn3 inh set2: 31; SRC1 inh: -20; TROY signal inh: -5; EBV LMP1 NFkB: 4; SRC3 inh: 24; NR2F2 inh: 39*; TWEAK Fn14 block: 1; CF NFkB inh: -13; LRH-1 inv ag: -2; TRAIL sens C8: 23; KKLEB cytotox: 15

What do the screens show for `CCOC(=O)c1nn(-c2ccc(F)cc2)c(C)c1C(C)=O`?
Shn3 inh set2: -12; SRC1 inh: -2; TROY signal inh: -2; EBV LMP1 NFkB: 10; SRC3 inh: 19; NR2F2 inh: 12; TWEAK Fn14 block: 25; CF NFkB inh: 7; LRH-1 inv ag: 2; TRAIL sens C8: -7; KKLEB cytotox: -3

How did Cc1cc(C)c2nc(NCCCNC(=S)NCCCN(C)C)c(C#N)cc2c1 do in these assays?
Shn3 inh set2: -11; SRC1 inh: -14; TROY signal inh: 4; EBV LMP1 NFkB: -6; SRC3 inh: -13; NR2F2 inh: -11; TWEAK Fn14 block: 10; CF NFkB inh: 1; LRH-1 inv ag: 11; TRAIL sens C8: -1; KKLEB cytotox: -3

How did O=C1NC(=O)C(c2ccccc2)(c2ccccc2)N1S(=O)(=O)c1ccccc1 do in these assays?
Shn3 inh set2: 6; SRC1 inh: -5; TROY signal inh: 0; EBV LMP1 NFkB: 2; SRC3 inh: -8; NR2F2 inh: -9; TWEAK Fn14 block: 10; CF NFkB inh: 4; LRH-1 inv ag: -27; TRAIL sens C8: -4; KKLEB cytotox: 6

How did O=C(CN1C(=O)CC(c2ccccc2)S(=O)(=O)c2ccccc21)N1CCCCC1 (stereo unspecified) do in these assays?
Shn3 inh set2: -5; SRC1 inh: -9; TROY signal inh: -14; EBV LMP1 NFkB: 4; SRC3 inh: 4; NR2F2 inh: 0; TWEAK Fn14 block: -5; CF NFkB inh: -2; LRH-1 inv ag: 1; TRAIL sens C8: -9; KKLEB cytotox: -5

What do the screens show for `CCOc1ccc(OCc2ccc(C(=O)NC(C)(C)C)o2)cc1`?
Shn3 inh set2: 11; SRC1 inh: -29; TROY signal inh: -11; EBV LMP1 NFkB: 4; SRC3 inh: -50; NR2F2 inh: 8; TWEAK Fn14 block: -7; CF NFkB inh: -20; LRH-1 inv ag: -8; TRAIL sens C8: 4; KKLEB cytotox: 6

Results for Cc1cccc(NC(=O)C(=O)N/N=C/c2ccncc2)c1 ?
Shn3 inh set2: 12; SRC1 inh: -17; TROY signal inh: -8; EBV LMP1 NFkB: -1; SRC3 inh: 25; NR2F2 inh: -14; TWEAK Fn14 block: 7; CF NFkB inh: 1; LRH-1 inv ag: 5; TRAIL sens C8: -6; KKLEB cytotox: 0

What do the screens show for `COc1ccc(C(C)NC(=O)C2CCN(CCCc3ccccc3)CC2)cc1OC` (stereo unspecified)?
Shn3 inh set2: 27; SRC1 inh: -6; TROY signal inh: 2; SRC3 inh: 14; NR2F2 inh: 9; TWEAK Fn14 block: 10; CF NFkB inh: 1; LRH-1 inv ag: 14; TRAIL sens C8: 6; KKLEB cytotox: -3

What do the screens show for `CN(Cc1cnn(C)c1)C(=O)CC1C(=O)NCCN1Cc1cccc(Oc2ccccc2)c1` (stereo unspecified)?
Shn3 inh set2: -8; SRC1 inh: -23; TROY signal inh: -3; EBV LMP1 NFkB: -8; SRC3 inh: 8; NR2F2 inh: 5; TWEAK Fn14 block: -17; CF NFkB inh: 0; LRH-1 inv ag: 13; TRAIL sens C8: 8; KKLEB cytotox: 13

Results for COc1ccc2c(c1)OCC(O)(c1ccccc1)C2=O (stereo unspecified) ?
Shn3 inh set2: 2; SRC1 inh: -1; TROY signal inh: -9; EBV LMP1 NFkB: -8; SRC3 inh: -9; NR2F2 inh: -26; TWEAK Fn14 block: -3; CF NFkB inh: -18; LRH-1 inv ag: -10; TRAIL sens C8: -2; KKLEB cytotox: 12

Random excerpt: 3 compounds from above
How did O=C(O)CN1C(=O)/C(=C\c2cc(Br)ccc2OCc2ccc(F)cc2)SC1=S do in these assays?
Shn3 inh set2: 6; SRC1 inh: -17; TROY signal inh: 27; EBV LMP1 NFkB: 4; SRC3 inh: 4; NR2F2 inh: -2; TWEAK Fn14 block: -71; CF NFkB inh: 14; LRH-1 inv ag: -8; TRAIL sens C8: -12; KKLEB cytotox: -4

What do the screens show for `N#Cc1cc2ccccc2nc1SCC(=O)Nc1ccc(S(=O)(=O)N2CCCC2)cc1`?
Shn3 inh set2: 31; SRC1 inh: -20; TROY signal inh: -5; EBV LMP1 NFkB: 4; SRC3 inh: 24; NR2F2 inh: 39*; TWEAK Fn14 block: 1; CF NFkB inh: -13; LRH-1 inv ag: -2; TRAIL sens C8: 23; KKLEB cytotox: 15

What do the screens show for `CC1=Nn2c(nc(-c3ccccc3)c2-c2ccccc2)N(CC(N)=O)C(=O)C1`?
Shn3 inh set2: -11; SRC1 inh: 2; TROY signal inh: -20; EBV LMP1 NFkB: 2; SRC3 inh: -10; NR2F2 inh: 10; TWEAK Fn14 block: -14; CF NFkB inh: 2; LRH-1 inv ag: 1; TRAIL sens C8: 6; KKLEB cytotox: -5

This is a subset, so the mix of outcomes need not match the whole.
